ALOX12 inhib = qHTS Assay for Inhibitors of 12-hLO (12-human lipoxygenase) | Polyunsaturated fatty acid lipoxygenase ALOX12 (Homo sapiens), P18054 | purified 12-hLO, xylenol orange hydroperoxide absorbance | Potency, µM (highest dose often 57.1 µM), for inactives: at the highest dose activity change, negative = inhibition, usual class: inhibitors | actives 0.12% (n = 150,000); note: potency is the fitted concentration of half-maximal effect; nearly all actives have a fitted effect of over 55% in size; many of its hits are not listed in these tables
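Hydroperoxide output read as Fe(III)-xylenol orange absorbance, 573-to-405 nm ratio, after 30 min reaction with 40 uM arachidonic acid. Enzyme: 150 nM purified human 12hLO, 15 min compound preincubation; 25 mM Hepes pH 7.0, room temperature.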
15-hLO-2 inh = qHTS Assay for Inhibitors of 15-hLO-2 (15-human lipoxygenase 2); purified 15hLO-2, xylenol orange hydroperoxide absorbance; actives 0.56% (n = 110,000); Potency, µM (doses to about 57.1 µM), without a hit: at the highest dose activity change, negative = inhibition, most hits filed as inhibitors; Polyunsaturated fatty acid lipoxygenase ALOX15B (Homo sapiens), O15296; AID 881, 2007; note: potency is the fitted concentration of half-maximal effect; nearly all actives have a fitted effect of over 60% in size; many of its hits are not listed in these tables
Target sequence (O15296 whole entry, looked up): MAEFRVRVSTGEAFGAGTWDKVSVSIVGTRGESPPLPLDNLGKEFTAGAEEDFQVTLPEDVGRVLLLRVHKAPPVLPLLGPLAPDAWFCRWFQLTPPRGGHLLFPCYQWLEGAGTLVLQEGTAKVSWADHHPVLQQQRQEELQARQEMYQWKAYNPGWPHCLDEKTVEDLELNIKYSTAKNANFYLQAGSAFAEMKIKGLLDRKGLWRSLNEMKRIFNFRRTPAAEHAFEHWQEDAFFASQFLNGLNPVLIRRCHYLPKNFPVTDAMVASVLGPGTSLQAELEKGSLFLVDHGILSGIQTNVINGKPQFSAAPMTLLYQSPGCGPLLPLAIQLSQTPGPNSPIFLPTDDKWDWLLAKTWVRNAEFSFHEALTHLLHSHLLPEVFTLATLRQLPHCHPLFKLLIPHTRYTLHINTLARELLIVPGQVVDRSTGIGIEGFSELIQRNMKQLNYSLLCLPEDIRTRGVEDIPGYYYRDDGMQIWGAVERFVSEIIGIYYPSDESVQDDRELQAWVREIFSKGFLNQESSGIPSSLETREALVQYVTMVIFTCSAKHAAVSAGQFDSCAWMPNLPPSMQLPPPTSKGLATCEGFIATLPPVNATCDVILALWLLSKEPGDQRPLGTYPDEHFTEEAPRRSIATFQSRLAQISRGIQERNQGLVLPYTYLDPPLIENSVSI
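Read-out: hydroperoxide product oxidises ferrous iron, measured as xylenol orange complex via the 573-to-405 nm absorbance ratio after 30 min. Reaction: 50 nM enzyme, 15 min compound preincubation, 45 uM arachidonic acid, 90 min RT, Hepes pH 7.5 with Triton X-100.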
PNC inhibitor = High Content Assay for Compounds that inhibit the Assembly of the Perinucleolar Compartment; activity change (PNC), negative = inhibition, % at 10 µM; AID 2417, 2010; actives 3.1% (n = 140,000); PC3M PTB-GFP, PNC prevalence imaging, 16 h; hits give low values;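 active = readout at or below -70, meaning at least 70% loss of cells showing the perinucleolar compartment, a nuclear body marking cancer cells; inconclusive = readout between -30 and a set limit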;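 note: plate controls were DMSO wells for no effect and camptothecin positive control wells for full effect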
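Read-out is percentage of cells bearing a perinucleolar compartment, from automated 20x imaging of fixed, Hoechst-stained PC3M PTB-GFP cells. Cells were seeded 4 h, then exposed 16 h to compound (23 nl of library stock) in duplicate plates.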
IMPase inh = qHTS Assay for Identifying the Cell-Membrane Permeable IMPase Inhibitors; CHO-M1 cells, IP1 accumulation, HTRF TR-FRET ratio; inhibition (IP1 accumulation), % at 46.1 µM; 120,000 tested, under 10 active; active = well fitted curve in the direction sought with a large enough effect in the signal ratio, not every such curve was filed as active; inconclusive = small, poorly fitted or top-dose-only effect, or a change in a side signal; inactive = no such curve, though single readings can be large or run the other way; the % refers to the signal ratio;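 note: cells stimulated with carbachol in lithium chloride buffer; plate controls were DMSO basal wells for no effect and reference inhibitor wells for full effect; higher means more IMPase inhibition seen as more IP1 and lower FRET ratio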
Target sequence (P97697 whole entry, looked up): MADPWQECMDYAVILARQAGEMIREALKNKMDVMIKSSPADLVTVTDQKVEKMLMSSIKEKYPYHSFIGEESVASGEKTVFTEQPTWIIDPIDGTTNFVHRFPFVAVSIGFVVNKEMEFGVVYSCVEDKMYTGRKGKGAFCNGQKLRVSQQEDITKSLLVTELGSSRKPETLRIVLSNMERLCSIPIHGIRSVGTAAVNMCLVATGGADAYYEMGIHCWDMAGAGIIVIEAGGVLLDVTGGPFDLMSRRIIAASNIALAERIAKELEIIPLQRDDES
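Elevated IP1 in lysates lowers TR-FRET signal (665/620 ratio and 620 channel reported). Cells were CHO-M1, given carbachol (50 uM as added) plus 50mM LiCl, pH 7.4, 30 min, 37C; compounds titrated up to 46 uM; AC50 by Hill equation.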
An asterisk follows results filed as active; ? = inconclusive; . = not tested or not shown; [ ] = another dose, or the depositor's remark. Unless noted, calls come from the whole dose curve; as a rule, active = well fitted curve in the direction sought with a large enough effect; inconclusive = small, poorly fitted or top-dose-only effect, or another doubt; inactive = no such curve, though single readings can be large; an effect the other way counts as inactive or inconclusive. Unless noted, % is set by controls: 0 for no effect and ±100 for the full control effect.

Sequence of screens – ALOX12 inhib | 15-hLO-2 inh | PNC inhibitor | IMPase inh
CCOC(=O)N=Nc1c(O)n(C)c2ccccc12
→ -1% | . | 6 | .
CC(=O)NC1N=C(C)N(c2ccccc2)C1=O (configuration not stated)
→ -1% | -23% | 12 | 9
COc1ccc(C(=O)c2c(C)oc3cc([N+](=O)[O-])c(O)c([N+](=O)[O-])c23)cc1
→ -1% | -1% | -24 | -2
CC(C)NC(=O)N1CCCC2(CCN(C(=O)c3ccco3)CC2)C1
→ -4% | 11% | . | .
COc1ccc(-c2cc(=O)[nH][nH]2)cc1
→ -6% | 8% | -4 | -2
CCOC(=O)C(NCCc1ccccc1)(NC(=O)CC)C(F)(F)F (configuration not stated)
→ 0% | . | -1 | 9
O=S(=O)(c1ccc(F)cc1)N1CCn2c(nc3ccccc32)C1
→ 5% | 10% | 26 | 11
CCOC(=O)COc1ccc(S(=O)(=O)NCC2CCCO2)cc1 (configuration not stated)
→ -3% | . | 18 | -12
CC(=O)c1cc2c(cc1NC(=O)c1cc(C)nn1-c1ccccc1)OCO2
→ 1% | . | ? | .
O=C(COC(=O)CCc1c[nH]c(=O)[nH]1)Nc1ccccc1Cl
→ 2% | -2% | ? | -3
CC1(C)N=C(SCC(=O)Nc2ccc(Cl)cc2)C(c2ccc(Cl)cc2)=N1
→ -24% | 15% | ? | 3
COc1ccc(C2CC(=O)C(C=NCCN3CCN(C(C)=O)CC3)=C(O)C2)cc1OC (configuration not stated)
→ 3% | 1% | 17 | 6
CCCCn1c(C)nc2c(=O)n(C)c(=O)[nH]c21
→ 0% | 11% | ? | 4
O=C(Nc1nnc(Cc2ccccc2)s1)c1ccco1
→ 2% | 2% | -25 | 2
CCC(CC)c1nnc(NS(=O)(=O)Cc2ccccc2)s1
→ 12% | -4% | 20 | 1
CCn1c(SC)nnc1C1CCN(S(=O)(=O)c2ccc(OC)cc2)CC1
→ 4% | . | 95 | 12
COc1ccc(Cc2noc(-c3ccc(C)cc3)n2)cc1
→ -6% | 15% | -17 | 2
COC1(OC)N=C(N)C2(C#N)C(c3ccc(F)cc3)C12C#N (configuration not stated)
→ 2% | 4% | 14 | -8
O=c1cc(CSc2ccc(S(=O)(=O)N3CCCCC3)cn2)nc2sccn12
→ 2% | 14% | 25 | 9
Cc1cc(SCC(=O)c2cccs2)n2nc(C)c(-c3ccc(Cl)cc3)c2n1
→ 5% | . | -3 | .
O=C(C#Cc1cccc([N+](=O)[O-])c1)c1ccccc1
→ -25% | -6% | ? | -5
O=C(/C=C/c1ccccc1Cl)NC(=S)Nc1ccccc1C(=O)NC1CCCCC1
→ -3% | ? | 28 | 0
N#CC(C(=O)C1CCCCC1)c1nc2ccccc2[nH]1 (configuration not stated)
→ 4% | 9% | 24 | -2
O=S(=O)(c1ccccc1C(F)(F)F)N1CCC(n2cnc3ccccc32)CC1
→ 1% | 27% | -11 | -4
Cc1cc2nnn(-c3nnc(-c4ccccc4)c4ccccc34)c2cc1C
→ 4% | 9% | -109* | -3
Cc1cc(S(=O)(=O)Nc2c(C(=O)O)[nH]c3ccccc23)ccc1F
→ -6% | -9% | -2 | 0
CC(C)CCCCCCNC(=S)Nc1ccc(S(=O)(=O)N2CCOCC2)cc1
→ -20% | . | ? | .
CC1(C)NC(=O)N(CCCCOc2cccc(C(F)(F)F)c2)C1=O
→ -1% | -11% | ? | 4
CCCCCCCCCOC1OC(CO)C(O)C(O)C1NC(C)=O (configuration not stated)
→ -3% | . | -8 | .
Cc1nc2cc(NC(=O)COc3ccccc3C#N)ccc2n1-c1ccccc1
→ 6% | 30%[activator] | 20 | -4

Just PNC inhibitor, IMPase inh and 15-hLO-2 inh (3 entries from above):
canonical_smiles,PNC inhibitor,IMPase inh,15-hLO-2 inh
O=C(C#Cc1cccc([N+](=O)[O-])c1)c1ccccc1,?,-5,-6%
O=S(=O)(c1ccc(F)cc1)N1CCn2c(nc3ccccc32)C1,26,11,10%
O=c1cc(CSc2ccc(S(=O)(=O)N3CCCCC3)cn2)nc2sccn12,25,9,14%

Carrying on:
Sequence of screens – ALOX12 inhib | 15-hLO-2 inh | PNC inhibitor | IMPase inh
Cc1cc(C2C(=O)C(C(=O)c3ccc(Cl)cc3)C(=O)CC2(C)C)on1 (configuration not stated)
→ 2% | 3% | 2 | 8
O=C(Cc1ccc(-n2c(=O)c3ccccc3n(Cc3ccccc3F)c2=O)cc1)NCC1CCCO1 (configuration not stated)
→ 1% | . | ? | .
O=C(NCc1ccc(F)cc1)c1cnc2sccn2c1=O
→ -4% | 0% | -6 | -5
CCOC(=O)C1=C(C)NC(=O)NC1c1ccc(NC(C)=O)cc1 (configuration not stated)
→ 0% | -3% | 8 | -1
COC(=O)c1sccc1NC(=O)c1ccc(C)o1
→ 5% | 2% | ? | -3
Nc1c(C(=O)NCCC2=CCCCC2)sc2ccc(S(=O)(=O)N3CCCCC3)cc12
→ -6% | . | 27 | .
COc1ccc(-c2nc(CSCC(=O)N3CCN(C)CC3)c(C)o2)cc1OC
→ 4% | -2% | 2 | -6
O=C(CCSc1nnc2scc(-c3ccccc3)n12)Nc1nc(-c2ccccc2)ns1
→ -3% | 22% | -12 | 2
Clc1ccccc1CSc1nnc(-c2cccnc2)n1Cc1ccco1
→ -16% | -17% | ? | 3
O=C(NNc1ccc(Cl)nn1)c1ccc(Cl)cc1
→ 1% | . | 38 | .
Cc1oc2c(CN3CCCC3)c(O)ccc2c(=O)c1Oc1ccccc1Br
→ -7% | 13% | 17 | -26
Cc1ccc(-c2n[nH]c(=O)c3ccccc23)cc1S(=O)(=O)Nc1ccccc1
→ 3% | . | ? | 6
O=C(Nc1ccon1)C1CCN(S(=O)(=O)c2cccs2)CC1
→ 4% | . | 285 | 6
Cc1cnc(CNc2ncncc2-c2ccccc2C(F)(F)F)cn1
→ -11% | 16% | . | .
CCCn1c(C)cc(-c2csc(N)n2)c1C
→ -14% | 8% | -2 | 17
CC(C)C(=O)NC(C)C(c1cccs1)N1CCN(C)CC1 (configuration not stated)
→ 0% | -7% | 31 | 1
CCCN1CN(Cc2ccccc2)CC2=C1CC(C)(C)CC2=O
→ 7% | 2% | -25 | 15
COc1ccc(OC)c(C2CC(=O)c3c([nH]c(C(=O)OCC4CCCO4)c3C)C2)c1 (configuration not stated)
→ -1% | -5% | -15 | 12
CCOc1cc(CNc2ccc3c(c2)CCC3)ccc1O
→ -3% | -18% | -13 | 8
CCC(=O)Nc1nnc(Sc2ccc(N(C)C)cc2)s1
→ -1% | -18% | ? | -2
O=C(CSc1nnc2ccccn12)N1CCOCC1
→ 0% | -1% | 34 | 8
C#CCSc1nsc(SCC#C)c1C#N
→ -4% | -23% | 36 | 0
CCn1ncc([N+](=O)[O-])c1C(=O)Nc1cc(C)on1
→ -3% | . | 49 | .
CC(C)(C)NC(=O)c1cc(NC(=O)c2ccco2)cc(NC(=O)c2ccco2)c1
→ -6% | -2% | 9 | -6
COc1ccc(S(=O)(=O)N2CCn3c2nc2ccccc23)cc1
→ 0% | 0% | -8 | 1
CCCCCC(=O)Nc1nc(C)c(-c2csc(Nc3cc(Cl)ccc3C)n2)s1
→ -17% | -16% | -2 | 5
O=c1[nH][nH]c(-c2ccccc2)c1C=Nc1cccc(Cl)c1
→ 1% | 19% | 51 | 2
N#C/C(=C(/O)COC(=O)c1ccc2c(c1)OCCO2)c1nc2ccccc2[nH]1
→ -1% | 26% | -19 | -9
CCOC(=O)c1cccc(NC(=O)CSc2nnc(COc3ccccc3C)o2)c1
→ -14% | -10% | -24 | 1
CC(=O)Nc1ccc(S(=O)(=O)Oc2cccc(N3C(=O)C4CC=CCC4C3=O)c2)cc1 (configuration not stated)
→ 6% | 3% | -24 | 16
COc1ccc(CN(C)CC(=O)Nc2ccc(Cl)cc2C(F)(F)F)c(OC)c1
→ -3% | . | -12 | 6
Cn1c(=O)oc2cc(S(=O)(=O)N3CCN(c4ccccn4)CC3)ccc21
→ 2% | . | 25 | .
Cc1c(NC(=O)C(C)OC(=O)c2cc3c4ccccc4n(C)c3s2)c(=O)n(-c2ccccc2)n1C (configuration not stated)
→ -6% | 0%[2.29 µM] | -2 | -6
COc1ccc(OC)c(NC(=O)C2COc3ccccc3O2)c1 (configuration not stated)
→ 2% | -9% | 40 | -2
Cc1cc2nccc(-c3ccco3)n2n1
→ -4% | . | ? | .
Cc1nnc2n(Cc3ccccc3)c(=O)c3c4c(sc3n12)CCCC4
→ -8% | -1% | 3 | 5
Cc1cc(C)c(S(=O)(=O)N(C)CC(=O)NC2CCCC2)c(C)c1
→ -6% | -2% | 18 | 12
CCCCC[C@H](O)/C=C/[C@@H]1[C@@H](C/C=C\CCCC(=O)OC)[C@@H](O)C[C@H]1O
→ -5% | . | ? | .
COc1cc(Cn2c(C(=O)O)cc3sccc32)cc(OC)c1OC
→ 2% | -5% | 15 | 9
Cn1c(SCC(=O)NCCc2ccccc2)nnc1-c1ccco1
→ 1% | -12% | -17 | 2
CC1CCN(c2nc3c(c(=O)[nH]c(=O)n3C)n2CC(C)CSc2nnnn2-c2ccccc2)CC1 (configuration not stated)
→ 1% | . | 7 | .
Cc1nc2nc3c(c(=O)n2[nH]1)CCCC3
→ 3% | 5% | 60 | 2
O=c1[nH]c(CN2CCN(c3ccc(F)cc3)CC2)nc2ccccc12
→ 4% | -7% | 16 | -2
C=C(C)C1Cc2c(C)nn(-c3cccc4ccccc34)c2C1 (configuration not stated)
→ -5% | 7% | 20 | 2
CC1CCC2(CC1)NC(CO)(CO)CO2 (configuration not stated)
→ 3% | . | -1 | -2[0.0738 µM]
CC(C)C1CC(c2csc(N)n2)CCO1 (configuration not stated)
→ -10% | 5% | -2 | 6
COc1ccc(N(CC(=O)N2CCCCC2)S(=O)(=O)c2c(C)nn(C)c2C)cc1
→ -1% | -8% | 0 | 5
Cn1nnnc1SCC(=O)Nc1ccccc1C(=O)NC1CC1
→ 9% | -2% | -17 | 5
CCCCNS(=O)(=O)C1CCS(=O)(=O)C1 (configuration not stated)
→ -1% | 1% | -22 | 0
CC(C)CC(=O)Nc1cccc(-c2csc(-c3ccccc3)n2)c1
→ 5% | 4% | 17 | -2
O=C(COC(=O)c1cccc(S(=O)(=O)NCc2ccccc2)c1)c1ccc2c(c1)OCCO2
→ 0% | . | -2 | 1
C=CCn1c(-c2c(C)nc3cc(C)ccn23)n[nH]c1=S
→ 2% | . | 39 | .
Cc1ccc(CN(Cc2cc3cc(C)ccc3[nH]c2=O)C(=O)N2CCOCC2)cc1
→ -2% | 0% | 12 | 11
CC1Cc2ccccc2N1C(=O)CSc1nc(-c2ccccc2)cs1 (configuration not stated)
→ -3% | . | ? | -4
Cc1ccc(C)c(-c2ccc(C(=O)O)o2)c1
→ 2%[0.00818 µM] | -12%[0.0915 µM] | . | .
Cc1ccc(CNc2ccc(N3CCOCC3)c(C(=O)O)c2)s1
→ 1% | -5% | ? | 0
O=C(Nc1ccccc1Oc1ccccc1)c1cnccn1
→ 1% | -2% | 30 | 8
O=C(NC(=S)NC(c1ccccc1)c1ccncc1)c1ccccc1 (configuration not stated)
→ -6% | . | 3 | .
COc1cc(C(c2nnnn2C2CCCC2)N2CCN(C)CC2)cc(OC)c1OC (configuration not stated)
→ -1% | -3% | ? | -3
N#C/C(=C/c1ccc(N2CCOCC2)o1)C(=O)N1CCOCC1
→ -6% | . | 62 | .
CN(C)Cc1ccccc1-c1cncnc1Nc1ccc(F)cc1
→ 0% | 8% | . | .
O=c1nc(N2CCOCC2)nc2n1CCO2
→ -3% | 4% | ? | -6

Compound activity deposited in PubChem by National Center for Advancing Translational Sciences (NCATS).

This is a subset. The share of hits here may be higher or lower than overall.
